Calpain2 inh: blocks pig calpain II enzyme activity; purified calpain II, fluorogenic peptide substrate, 30 min; 220,000 tested, 0.37% active; AID 1236; inhibition, % at 16 µM;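 active means inhibition above about 50%, limit read from the data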
p97 inhibitor: human p97 ATPase inhibition; inhibition, % at 8 µM; P55072; recombinant p97 ATPase, Kinase-Glo ATP luminescence, 3 h; 220,000 tested, 0.42% active; in the data active means inhibition above about 15%;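 further: 0% = DMSO vehicle and 100% = wells lacking enzyme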
TbHK1 inh: T. brucei hexokinase 1 inhibition; recombinant TbHK1, G6PDH-coupled NADH A340; 220,000 tested, 0.11% active; inhibition, % at 10 µM;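 active means inhibition of 50% or more in the single-dose primary screen; inactive means inhibition below 50%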
EBV gp42 block: blocks Epstein-Barr virus glycoprotein 42 binding; Q1HVG2; Fluorescence polarization binding assay, mP read-out; inhibition, % (tested at 21.74 µM); 220,000 tested, 0.42% active; AID 1085; in the data active means inhibition above about 50%
Target sequence (Q1HVG2 whole entry, looked up): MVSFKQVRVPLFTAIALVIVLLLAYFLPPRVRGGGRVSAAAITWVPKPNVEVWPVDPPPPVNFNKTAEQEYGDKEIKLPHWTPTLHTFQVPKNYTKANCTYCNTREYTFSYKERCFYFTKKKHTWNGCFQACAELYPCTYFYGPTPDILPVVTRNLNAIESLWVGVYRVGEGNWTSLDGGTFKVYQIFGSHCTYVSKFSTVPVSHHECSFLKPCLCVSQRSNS
RBBP9 inhibitor: human RBBP9 hydrolase inhibition | recombinant RBBP9, FP-Rh probe fluorescence polarization | 220,000 tested, 0.2% active | O75884 | inhibition, % at 7.94 µM;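 active means inhibition above the campaign mean of all tested compounds plus 3 SD, cut at about 14% in these data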;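 further: plate controls were DMSO wells with RBBP9 for no effect and wells lacking RBBP9 protein for full effect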
Target sequence (O75884 whole entry, looked up): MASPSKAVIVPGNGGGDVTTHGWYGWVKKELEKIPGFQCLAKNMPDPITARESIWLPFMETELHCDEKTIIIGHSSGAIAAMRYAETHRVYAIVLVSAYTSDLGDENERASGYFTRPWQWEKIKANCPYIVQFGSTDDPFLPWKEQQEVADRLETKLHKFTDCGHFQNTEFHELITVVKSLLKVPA
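Controls: DMSO-treated enzyme wells and wells lacking RBBP9 | Material: RBBP9 protein | Technique: Fluorescence polarization | Replication: Single well per compound, no replicates | Buffer or medium: Tris-NaCl-Pluronic buffer, pH 8.0 | Timing: 30 min compound preincubation, 45 min probe labeling, 25 °C | Read-out basis: Percent inhibition from mP, scaled between DMSO and no-protein wells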
Furin inhibitor: human furin inhibition. 220,000 tested, 0.061% active. P09958. purified furin, fluorogenic substrate cleavage. inhibition, % at 30 µM. AID 463115; in the data active means inhibition above about 25%; further: inactives centre near -15
p47phox inh: blocks human p47phox regulatory protein of NADPH oxidases; P14598; p47phox/p22phox peptide binding, fluorescence polarization, 2 h; inhibition, % at 24.7 µM; 220,000 tested, 0.53% active;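 active means inhibition above about 30%, limit read from the data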;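 further: 0% = p47phox with labelled peptide and 100% = labelled peptide alone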
Runt-CBFb FRET: inhibitors of human RUNX1 Runt domain binding to CBFb; Q01196+Q13951; Cerulean-Runt/Venus-CBFb FRET ratio 530/480, 1 h; inhibition, % at 20 µM; 220,000 tested, 0.46% active; AID 1496;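 active means inhibition over about 50% at 20 µM in the single-dose screen, limit read from the data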;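 further: 0% = DMSO wells and 100% = excess unlabeled CBFb competitor control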
Target sequence (Q01196 whole entry, looked up, the tested form may be a part): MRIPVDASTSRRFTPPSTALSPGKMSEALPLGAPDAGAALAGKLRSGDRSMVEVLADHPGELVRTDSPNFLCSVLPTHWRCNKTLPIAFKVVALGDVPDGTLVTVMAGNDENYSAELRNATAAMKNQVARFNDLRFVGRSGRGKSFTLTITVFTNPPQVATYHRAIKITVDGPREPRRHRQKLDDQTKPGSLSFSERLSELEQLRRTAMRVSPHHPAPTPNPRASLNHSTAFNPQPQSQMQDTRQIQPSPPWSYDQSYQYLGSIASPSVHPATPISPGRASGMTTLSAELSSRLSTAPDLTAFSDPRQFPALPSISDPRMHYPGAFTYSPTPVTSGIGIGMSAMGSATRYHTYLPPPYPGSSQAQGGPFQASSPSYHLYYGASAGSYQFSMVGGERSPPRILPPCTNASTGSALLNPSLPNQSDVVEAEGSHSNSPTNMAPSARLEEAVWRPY
Target sequence (Q13951 whole entry, looked up, the tested form may be a part): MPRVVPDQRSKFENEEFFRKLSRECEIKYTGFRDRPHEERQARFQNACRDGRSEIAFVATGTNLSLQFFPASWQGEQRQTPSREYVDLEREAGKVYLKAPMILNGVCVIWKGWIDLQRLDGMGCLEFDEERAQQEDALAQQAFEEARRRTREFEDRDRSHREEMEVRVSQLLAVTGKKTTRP
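System: Cerulean-labeled Runt domain protein | Quantity: 100 nM of each labeled protein | Schedule: 1 h compound exposure, room temperature | Detection: Fluorescence energy transfer, 422 nm excitation, 530/480 nm emission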
Runt-SMMHC FRET: inhibitors of human RUNX1 Runt domain binding to CBFb-SMMHC; Cerulean-Runt/Venus-CBFb-SMMHC FRET ratio 530/480, 1 h; inhibition, % at 20 µM; 220,000 tested, 0.74% active;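 active means mean inhibition across duplicate retests at 20 µM reaching about 50%, limit read from the data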;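 further: 0% = DMSO wells and 100% = wells with excess untagged CBFb-SMMHC; inhibitors lower the FRET ratio by blocking Runt binding to CBFb-SMMHC; some results filed as inactive read as strong as hits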
The depositor's hits bear a star; [ ] = another dose, or the depositor's remark. Random draw from the library (roughly 2.7% active in at least one column).

COc1ccc(C2Oc3ccccc3C3=C2C(c2cccs2)n2ncnc2N3)cc1 (centres undefined) was read as Calpain2 inh 9, p97 inhibitor 4, TbHK1 inh -14, EBV gp42 block 0, RBBP9 inhibitor -5, Furin inhibitor -23[20 µM], p47phox inh -34, Runt-CBFb FRET 0 and Runt-SMMHC FRET -6.
COc1ccc2c(c1)c1ccc3c(c1n2C)C(=O)C=CC3=O was read as Calpain2 inh -36, p97 inhibitor 9, TbHK1 inh -25, EBV gp42 block -5, RBBP9 inhibitor 63*, Furin inhibitor -13, p47phox inh 10, Runt-CBFb FRET 64* and Runt-SMMHC FRET 41.
`CC1Cc2nc(SCC(=O)NCC3CCCO3)n(Cc3ccccc3)c(=O)c2S1` (centres undefined) gave Calpain2 inh 19, p97 inhibitor 5, TbHK1 inh -24, EBV gp42 block -9, RBBP9 inhibitor -2, Furin inhibitor -11[20 µM], p47phox inh 1, Runt-CBFb FRET -4 and Runt-SMMHC FRET -4.
Cc1ccc(S(=O)(=O)n2ccc(-c3ccc(OCc4c(F)cccc4Cl)cc3)n2)cc1 was read as Calpain2 inh 16, p97 inhibitor -6, TbHK1 inh -9, EBV gp42 block 8, RBBP9 inhibitor -7, Furin inhibitor -23[20 µM], p47phox inh -3, Runt-CBFb FRET 2 and Runt-SMMHC FRET 5.
For CCN(CC)CCCN(C(=O)Cn1nnc(-c2ccc(OC)c(OC)c2)n1)C(C(=O)NC(C)(C)C)c1ccc(F)cc1 (centres undefined) the results were Calpain2 inh -26, p97 inhibitor 0, TbHK1 inh 5, EBV gp42 block -8, RBBP9 inhibitor 6, Furin inhibitor -22, p47phox inh -8, Runt-CBFb FRET 0 and Runt-SMMHC FRET -1.
Screening CCC(=O)N(CC)c1nc(-c2cc(OC)ccc2OC)cs1 returned Calpain2 inh 8, p97 inhibitor -2, TbHK1 inh 8, EBV gp42 block -1, RBBP9 inhibitor -4, Furin inhibitor -32[20 µM], p47phox inh 1, Runt-CBFb FRET 0 and Runt-SMMHC FRET -7.
CCOC(=O)c1sc2nc3c(cc2c1N)COC(C)(CC)C3 (centres undefined) was read as Calpain2 inh -72, p97 inhibitor -3, TbHK1 inh 1, EBV gp42 block 3, RBBP9 inhibitor 7, Furin inhibitor -16[20 µM], p47phox inh -11, Runt-CBFb FRET -2 and Runt-SMMHC FRET 5.
Screening COc1ccc(CC(=O)Nc2cc(=O)n(C)c(=O)n2C)cc1 returned Calpain2 inh -5, p97 inhibitor 8, TbHK1 inh -10, EBV gp42 block -11, RBBP9 inhibitor 7, Furin inhibitor -6, p47phox inh -5, Runt-CBFb FRET 2 and Runt-SMMHC FRET 2.
`Cc1nc2ccccc2nc1OCC(=O)N1CCN(c2ccccc2)CC1` gave Calpain2 inh -45, p97 inhibitor 1, TbHK1 inh -17, EBV gp42 block -16, RBBP9 inhibitor -11, Furin inhibitor -13, p47phox inh -18, Runt-CBFb FRET -1 and Runt-SMMHC FRET -4.
Clc1ccc(CN2C3=NCCCN3c3ccccc32)cc1Cl was read as Calpain2 inh 21, p97 inhibitor 4, TbHK1 inh 8, EBV gp42 block -2, RBBP9 inhibitor 0, Furin inhibitor -14, p47phox inh 7, Runt-CBFb FRET -1 and Runt-SMMHC FRET 0.
For CCSC1(SCC)N=C(N)C2(C#N)C(c3ccc(OC)c(OC)c3OC)C12C#N (centres undefined) the results were Calpain2 inh -10, EBV gp42 block -8, p47phox inh -11, Runt-CBFb FRET -12 and Runt-SMMHC FRET -16.
For CN(C)Cc1ccccc1Cc1ccccc1 the results were Calpain2 inh -13, p97 inhibitor 5, TbHK1 inh 2, EBV gp42 block -3, RBBP9 inhibitor -7, Furin inhibitor -25, p47phox inh -3, Runt-CBFb FRET -2 and Runt-SMMHC FRET 0.
CC(=O)c1c(C)nc(-c2ccccc2)nc1NC(=O)Cc1ccccc1 was read as Calpain2 inh 11, p97 inhibitor 3, TbHK1 inh -3, EBV gp42 block 6, RBBP9 inhibitor 3, Furin inhibitor -13, p47phox inh -3, Runt-CBFb FRET -1 and Runt-SMMHC FRET -5.
CN(Cc1ccccc1)c1cc(Cl)nc(N)n1 was read as Calpain2 inh -4, p97 inhibitor 0, TbHK1 inh 4, EBV gp42 block -6, RBBP9 inhibitor -1, Furin inhibitor -25, p47phox inh -42, Runt-CBFb FRET 1 and Runt-SMMHC FRET -4.
Screening C=CCc1cccc(/C=N/NC(=O)C(C)Nc2cccc(C)c2)c1O (centres undefined) returned Calpain2 inh -40, p97 inhibitor 1, TbHK1 inh -2, EBV gp42 block -17, RBBP9 inhibitor -9, Furin inhibitor -13, p47phox inh -5, Runt-CBFb FRET 4 and Runt-SMMHC FRET 1.
For O=C(Nc1ccc2c(c1)OCCO2)C1CCC1 the results were Calpain2 inh -3, p97 inhibitor 7, TbHK1 inh 8, EBV gp42 block -14, RBBP9 inhibitor 0, Furin inhibitor 20[20 µM], p47phox inh 3, Runt-CBFb FRET 0 and Runt-SMMHC FRET -5.
`COc1ccc(/C=N/Nc2nc(NCc3ccco3)nc(Nc3ccc(OC)cc3)n2)cc1` gave Calpain2 inh 7, p97 inhibitor 4, TbHK1 inh -4, EBV gp42 block -3, RBBP9 inhibitor -11, Furin inhibitor -7, p47phox inh -16, Runt-CBFb FRET 4 and Runt-SMMHC FRET 5.
O=C(CCN1CCCCCC1)c1ccccc1 was read as Calpain2 inh 10, p97 inhibitor 4, TbHK1 inh -1, EBV gp42 block -7, RBBP9 inhibitor 18*, Furin inhibitor -8[20 µM], p47phox inh 3, Runt-CBFb FRET -1 and Runt-SMMHC FRET 3.
For O=C(Cc1ccccc1)N1CCC(c2nc(-c3ccc(F)cc3)no2)CC1 the results were Calpain2 inh 2, p97 inhibitor -9, TbHK1 inh 2, EBV gp42 block -12, RBBP9 inhibitor -1, Furin inhibitor -15, p47phox inh 3, Runt-CBFb FRET -3 and Runt-SMMHC FRET 1.
For COc1ccc(N=C2S/C(=C\c3cc(C)n(C)c3C)C(=O)N2C)cc1 the results were Calpain2 inh -12, p97 inhibitor -1, TbHK1 inh -1, EBV gp42 block 2, RBBP9 inhibitor -3, Furin inhibitor -4[20 µM], p47phox inh -8, Runt-CBFb FRET -2 and Runt-SMMHC FRET -5.

Not a retest: entries from further up.
COc1ccc(C2Oc3ccccc3C3=C2C(c2cccs2)n2ncnc2N3)cc1 (centres undefined) was read as Calpain2 inh 9, p97 inhibitor 4, TbHK1 inh -14, EBV gp42 block 0, RBBP9 inhibitor -5, Furin inhibitor -23[20 µM], p47phox inh -34, Runt-CBFb FRET 0 and Runt-SMMHC FRET -6.
COc1ccc2c(c1)c1ccc3c(c1n2C)C(=O)C=CC3=O was read as Calpain2 inh -36, p97 inhibitor 9, TbHK1 inh -25, EBV gp42 block -5, RBBP9 inhibitor 63*, Furin inhibitor -13, p47phox inh 10, Runt-CBFb FRET 64* and Runt-SMMHC FRET 41.
`CC1Cc2nc(SCC(=O)NCC3CCCO3)n(Cc3ccccc3)c(=O)c2S1` (centres undefined) gave Calpain2 inh 19, p97 inhibitor 5, TbHK1 inh -24, EBV gp42 block -9, RBBP9 inhibitor -2, Furin inhibitor -11[20 µM], p47phox inh 1, Runt-CBFb FRET -4 and Runt-SMMHC FRET -4.

Following part:
Screening Cc1ccc(CCN2CC(C(=O)NCCCN3CCOCC3)CC2=O)cc1 (centres undefined) returned Calpain2 inh 24, p97 inhibitor -6, TbHK1 inh -5, EBV gp42 block 1, RBBP9 inhibitor -9, Furin inhibitor -21, p47phox inh 1, Runt-CBFb FRET 0 and Runt-SMMHC FRET 2.
Screening O=C(NN1CCOCC1)c1cc(-c2ccncc2)nc2ccccc12 returned Calpain2 inh 0, p97 inhibitor 4, TbHK1 inh -8, EBV gp42 block -9, RBBP9 inhibitor -3, Furin inhibitor -26, p47phox inh -1, Runt-CBFb FRET 2 and Runt-SMMHC FRET -3.
Screening O=C(O)CC1NC(=S)N(c2ccccc2)C1=O (centres undefined) returned Calpain2 inh -19, p97 inhibitor 3, TbHK1 inh 3, EBV gp42 block -5, RBBP9 inhibitor -3, Furin inhibitor -19[20 µM], p47phox inh -4, Runt-CBFb FRET 2 and Runt-SMMHC FRET 9.
For Oc1[nH]c(=S)sc1C=C1N=c2ccccc2=N1 the results were Calpain2 inh -4, p97 inhibitor 2, TbHK1 inh -24, EBV gp42 block -12, RBBP9 inhibitor 2, Furin inhibitor -1, p47phox inh -35, Runt-CBFb FRET 6 and Runt-SMMHC FRET -4.
COc1ccc(NC(=O)c2cc(Br)ccc2Cl)c([N+](=O)[O-])c1 was read as Calpain2 inh -1, p97 inhibitor 5, TbHK1 inh 1, EBV gp42 block 0, RBBP9 inhibitor -4, Furin inhibitor -24, p47phox inh 2, Runt-CBFb FRET 1 and Runt-SMMHC FRET 2.
CNc1nc(C)nc(-n2nc(C)cc2C)n1 was read as Calpain2 inh -25, p97 inhibitor -4, TbHK1 inh 3, EBV gp42 block -6, RBBP9 inhibitor -1, Furin inhibitor -10[20 µM], p47phox inh -15, Runt-CBFb FRET 0 and Runt-SMMHC FRET 1.
Screening Cc1cccn2c(=O)c(/C=C(\C#N)C(=O)NC3CCS(=O)(=O)C3)c(N3CCC(C)CC3)nc12 (centres undefined) returned Calpain2 inh -418, p97 inhibitor -6, TbHK1 inh 0, EBV gp42 block 4, RBBP9 inhibitor -6, Furin inhibitor -4, p47phox inh -2, Runt-CBFb FRET 19 and Runt-SMMHC FRET 63*.
Screening COc1ccc2oc(=O)c(/C(C)=N/Nc3nc(-c4cc(C)ccc4C)cs3)cc2c1 returned Calpain2 inh -76, p97 inhibitor 7, TbHK1 inh -13, EBV gp42 block -22, RBBP9 inhibitor -14, Furin inhibitor -22, p47phox inh -44, Runt-CBFb FRET -10 and Runt-SMMHC FRET -48.
Screening O=C(O)CCc1ccc(-c2cccs2)n1CC1CCCO1 (centres undefined) returned Calpain2 inh -200, p97 inhibitor 7, TbHK1 inh 15, EBV gp42 block -5, RBBP9 inhibitor 0, Furin inhibitor -21[20 µM], p47phox inh -2, Runt-CBFb FRET 32 and Runt-SMMHC FRET 86*.
Screening CSc1ccc(C(=O)/C=C/c2ccc(N)cc2)cc1 returned Calpain2 inh 30, p97 inhibitor -5, TbHK1 inh -24, EBV gp42 block 13, RBBP9 inhibitor -8, Furin inhibitor -1, p47phox inh -13, Runt-CBFb FRET -12 and Runt-SMMHC FRET -16.
Screening CC(OC(=O)c1ccc([N+](=O)[O-])s1)C(=O)Nc1ncc(Cl)cc1Cl (centres undefined) returned Calpain2 inh 8, p97 inhibitor 4, TbHK1 inh -13, EBV gp42 block -15, RBBP9 inhibitor -6, Furin inhibitor -16, p47phox inh -10, Runt-CBFb FRET 2 and Runt-SMMHC FRET 4.
Screening O=C(Nc1ccc(F)cc1)c1nc[nH]c1C(=O)Nc1ccc([N+](=O)[O-])cc1 returned Calpain2 inh 4, p97 inhibitor 7, TbHK1 inh -6, EBV gp42 block 1, RBBP9 inhibitor -1, Furin inhibitor -13, p47phox inh 21, Runt-CBFb FRET -3 and Runt-SMMHC FRET 5.
CCOC(=O)CSc1nnc(-c2ccccc2)o1 was read as Calpain2 inh 9, p97 inhibitor -3, TbHK1 inh 6, EBV gp42 block -5, RBBP9 inhibitor 4, Furin inhibitor -21[20 µM], p47phox inh -4, Runt-CBFb FRET 0 and Runt-SMMHC FRET 6.
O=C(NC(=S)Nc1ccc2c(c1)OCO2)c1ccccc1 was read as Calpain2 inh -38, p97 inhibitor 4, TbHK1 inh 4, EBV gp42 block -15, RBBP9 inhibitor -2, Furin inhibitor -13, p47phox inh -11, Runt-CBFb FRET 6 and Runt-SMMHC FRET 0.
